Screening results: PubChem, National Center for Advancing Translational Sciences (NCATS)
Mito fusion yeast – qHTS Assay for Small Molecule Inhibitors of Mitochondrial Division or Activators of Mitochondrial Fusion. S. cerevisiae fusion-defective mutant growth rescue, CellTiterGlo 48 h. 320,000 tested, 0.23% active. Potency, µM (highest dose often 46.1 µM), for inactives: at the top dose growth rescue (activation), actives largely listed as activators;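 also: potency is read from the fitted curve at half-maximal effect; % of control where 0% means no effect; nearly all actives have a fitted effect of over 45% in size; temperature-sensitive fusion mutants such as fzo1-1 at 37 °C on non-fermentable ethanol glycerol medium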
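Growth-rescue viability read-out: after 48 h at the non-permissive 37C in glycerol/ethanol YPEG, yeast mitochondrial fusion mutants are measured by CellTiterGlo luminescence; compounds (23 nl pinned per well) restoring growth score as division inhibitors or fusion activators.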
TRPV1 ag – HTS Assay for Compounds that Act as Agonists of the Vanilloid Receptor 1 | 320,000 tested, 0.19% active | activation, % at 8.33 µM | TRPV1-expressing cells, Fluo-8 calcium influx, agonist mode | Transient receptor potential cation channel subfamily V member 1 (Homo sapiens), Q8NER1; in the data active = activation above about 80%; inconclusive = between about 30% and that limit; also: 0% is about no effect
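TRPV1-expressing cells were cultured overnight at 35.5C and loaded with Fluo-8 calcium dye for 40 to 90 min at room temperature. After a 10 s baseline, compound was added and calcium influx was read kinetically for 3 min (ex 480/em 520 nm).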
A-T KAP1 phos – qHTS Assay for Identifying a Potential Treatment of Ataxia-Telangiectasia; 320,000 tested, 0.19% active; AID 485349, 2010; […] A-T fibroblasts, KAP-1 phosphorylation AlphaLISA; neocarzinostatin DNA damage 30 min before lysis; Potency, µM (series often up to 57.5 µM), for inactives: top-dose activation, usual class: activators; also: potency is read from the fitted curve at half-maximal effect; % of control where 0% means no effect; nearly all actives have a fitted effect of over 45% in size
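hTERT-immortalized A-T patient fibroblasts ([…]), 500 cells/well in OPTI-MEM, 1% FBS, got compounds for 60 min, then NCS for 30 min at 37C. Lysates were then assayed for phospho-KAP-1 by AlphaLISA (anti-pKAP1 donor, anti-KAP1 acceptor beads), 6 hr at 25C.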
TSHR antagonist – Antagonists of the Thyroid Stimulating Hormone Receptor: HTS campaign. Thyrotropin receptor (Homo sapiens), P16473. TSHR-expressing cells, TSH-stimulated cAMP HTRF, 2 h; hits give low values. activity change, negative = inhibition, % at 11.5 µM. 330,000 tested, 0.2% active;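 active = activity change below a set negative limit, meaning inhibition stronger than a set level, cut at about -70% in these data; inconclusive = activity change between two set negative limits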; also: % is scaled to controls: 0 for no effect and ±100 for the full control effect
Target sequence (P16473 whole entry, looked up): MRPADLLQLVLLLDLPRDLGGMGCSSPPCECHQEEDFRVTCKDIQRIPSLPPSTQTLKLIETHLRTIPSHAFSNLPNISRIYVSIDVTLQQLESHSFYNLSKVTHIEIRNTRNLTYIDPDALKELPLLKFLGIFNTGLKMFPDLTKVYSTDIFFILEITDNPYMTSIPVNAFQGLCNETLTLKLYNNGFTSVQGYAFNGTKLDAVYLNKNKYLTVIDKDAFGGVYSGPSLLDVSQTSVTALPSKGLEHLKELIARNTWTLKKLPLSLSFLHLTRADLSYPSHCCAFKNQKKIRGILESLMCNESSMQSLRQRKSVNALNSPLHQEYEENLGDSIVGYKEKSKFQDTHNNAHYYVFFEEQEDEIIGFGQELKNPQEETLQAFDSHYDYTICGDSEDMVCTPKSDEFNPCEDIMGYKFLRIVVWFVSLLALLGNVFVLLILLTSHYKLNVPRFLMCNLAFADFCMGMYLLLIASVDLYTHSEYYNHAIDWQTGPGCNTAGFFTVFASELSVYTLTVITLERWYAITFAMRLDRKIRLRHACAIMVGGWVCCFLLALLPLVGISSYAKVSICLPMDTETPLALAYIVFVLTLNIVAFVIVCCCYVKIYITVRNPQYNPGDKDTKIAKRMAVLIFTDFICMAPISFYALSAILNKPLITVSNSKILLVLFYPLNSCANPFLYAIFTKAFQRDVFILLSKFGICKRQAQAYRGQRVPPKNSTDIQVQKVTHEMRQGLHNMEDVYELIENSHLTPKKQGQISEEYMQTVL
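TSHR-expressing cells, 200/well, pre-treated with compound, then stimulated with EC80 TSH (4nM final) for 2 hours at 37 deg C. cAMP measured by competitive HTRF: anti-cAMP cryptate antibody in lysis buffer plus cAMP-d2, read after 30 minutes at room temperature.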
Eya2 inh – qHTS Assay for Inhibitors of the Phosphatase Activity of Eya2 | Protein phosphatase EYA2 (Homo sapiens), O00167 | 330,000 tested, 0.006% active | recombinant Eya2, OMFP fluorescence dephosphorylation (OMFP is methylfluorescein phosphate) | AID 488837, 2010 | Potency, µM (doses to about 76.9 µM), without a hit: top-dose activity, negative = inhibition, most hits filed as inhibitors; also: potency is read from the fitted curve at half-maximal effect; % is scaled to controls: 0 for no effect and ±100 for the full control effect
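Eya2 protein (added as 0.2 uM solution) was preincubated with compound for 10 min at ambient temperature in 50 mM HEPES pH 7.5, 50 mM NaCl, 5 uM MgCl2, 0.05% BSA, 1 mM DTT. OMFP (added at 50 uM) then reacted 10 min; fluorescence read at 485/525 nm.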
TCR activator – Activators of T cell receptors: qHTS campaign; primary human leukocytes, anti-CD3, IL-2 HTRF, 48 h; Potency, µM (series often up to 9.22 µM), without a hit: at the highest dose activation of IL-2 secretion, most hits filed as activators; 330,000 tested, under 10 active; also: % of control where 0% means no effect
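Compounds are tested in HTS on primary human leukocytes co-incubated with a-CD3 beads for 48 hr. IL-2 output is measured by time-resolved FRET.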
KCNH2 WT inh – qHTS for Inhibitors of KCHN2 3.1: Wildtype qHTS | U2OS, BacMam KCNH2, thallium flux FluxOr; hits give low values | activity change, % at 1.84 µM | 340,000 tested, 0.37% active | AID 720551, 2013;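 active = maximum activity change below -70%; inconclusive = maximum activity change between -70% and -50%; inactive = maximum activity change above -50%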; also: % is scaled to controls: 0 for no effect and ±100 for the full control effect
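U2OS cells transduced with wild-type KCNH2 virus are loaded with FluxOr dye for 45 min, and thallium flux is measured in kinetic reads before and after stimulation buffer. Rate constants are normalized to DMSO controls.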
KCNH2 3.1 block – qHTS for Inhibitors of KCHN2 3.1: Mutant qHTS; activity change, % (tested at about 1.8 µM); 340,000 tested, 0.95% active; U2OS KCNH2 3.1, thallium flux FluxOr; hits give low values;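 active = maximum activity change below -70%; inconclusive = maximum activity change from -70% to -50%; inactive = maximum activity change above -50%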;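 also: thallium influx rate constant from kinetic fluorescence after stimulation buffer; % is scaled to controls: 0 for no effect and ±100 for the full control effect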
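Channel expression came from 3.1 mutant virus (1.77 x 10^8 /mL) applied to suspended U2OS cells for 4 h. Flux was tracked with FluxOr dye plus Red40 quencher, and kinetic rate constants normalized to controls.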
ELG1 DNA repair – qHTS screen for small molecules that inhibit ELG1-dependent DNA repair in human embryonic kidney (HEK293T) cells expressing luciferase-tagged ELG1; HEK293T ELG1-luciferase reporter, luminescence, 16 h; DNA damage induced by 5-fluorouridine; Potency, µM (series often up to 46.1 µM), without a hit: at the top dose activity change, negative = inhibition, usual class: inhibitors; 330,000 tested, 2.3% active; AID 504467, 2011; also: potency is read from the fitted curve at half-maximal effect; % is scaled to controls: 0 for no effect and ±100 for the full control effect; nearly all actives have a fitted effect of over 55% in size
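In this reporter screen, reduction of luminescence relative to DMSO vehicle indicated activity. Compounds and 5-fluorouridine were added together to 2,000 cells per well, incubated for 16 hr at 37 °C, then developed with ONE-Glo.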
USP2a inh – qHTS Assay for Inhibitors of Ubiquitin-specific Protease USP2a Using CHOP2 as the Reporter | Potency, µM (series often up to 38.3 µM), without a hit: at the top dose activity change, negative = inhibition, actives largely listed as inhibitors | AID 463254, 2010 | 330,000 tested, 0.01% active | Ubiquitin carboxyl-terminal hydrolase 2 (Homo sapiens), O75604 | USP2 core, Ub-CHOP2 coupled fluorogenic reporter, 485/531;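 also: potency is read from the fitted curve at half-maximal effect; plate controls were DMSO wells for no effect and full inhibition by NEM control for full effect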
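USP2 core (10nM final) preincubated 30min RT with compound in 20mM Tris-HCl pH 8.0, 2mM CaCl2, 2mM beta-mercaptoethanol, 0.05% CHAPS; 25nM Ub-CHOP2 plus 25nM reporter substrate added, fluorescence (Ex485/Em531) read after 60min.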
Active calls of the source: *; ? = inconclusive; . = not tested or not shown; [ ] = another dose, or the depositor's remark. Unless noted, calls follow the shape of the dose curve; as a rule, active = well fitted curve in the direction sought with a large enough effect; inconclusive = small, poorly fitted or top-dose-only effect, or another doubt; inactive = no such curve, though single readings can be large; an effect the other way counts as inactive or inconclusive.

Each structure is followed by: Mito fusion yeast, TRPV1 ag, A-T KAP1 phos, TSHR antagonist, Eya2 inh, TCR activator, KCNH2 WT inh, KCNH2 3.1 block, ELG1 DNA repair, USP2a inh
[1] S=c1[nH]nc(-c2ccccc2)n1/N=C/c1ccc(-c2ccccc2Cl)o1
 : 3%, 16, ?, 4, -11%, 3%[46.1 µM], -5, 5, 22%, -13%
[2] CN(Cc1ccccc1)C(=O)c1ccccc1NC(=O)C1CC1
 : 0%, 0, 4%, -6, -4%, -3%, -2, -11, 7%, -4%
[3] CC(=O)c1cccc(NS(=O)(=O)c2c(C(=O)N3CCOCC3)c(C)n(C)c2C)c1
 : -7%, 0, -10%, -7, 3%, 2%, 1, 5, 8%, 3%
[4] C/C(=N\Nc1nnc(C)c(=O)[nH]1)C(=O)O
 : -3%, -1, -9%, 5, -10%, 6%, -46, -20, -1%, 0%
[5] CC(C)OCCCNC(=O)c1ccc(NC(=O)C2CCCO2)cc1 (centres undefined)
 : 0%, 0, -7%, 11, 16%, 1%, 19, 11, ?, -3%
[6] CCN(CC)C(=O)c1ccc(CS(=O)(=O)c2ccc(OC)cc2)o1
 : 0%, -1, 2%, 1, -10%, 8%[46.1 µM], -5, -5, -19%, -3%
[7] O=C(N/N=C/c1ccc([N+](=O)[O-])cc1)c1cc2ccccc2o1
 : 2%, 2, -8%, -6, -1%, -7%, 1, 4, ?, 3%
[8] COc1ccc(C(=O)C(Cc2cc(C(C)=O)ccc2OC)N2CCCC2)cc1 (centres undefined)
 : 6%, 4, -4%, -5, -7%, 0%, 1, -10, 2%, -1%
[9] COc1ccc(C(=O)C(C)OC(=O)c2sc(C)nc2C)cc1 (centres undefined)
 : 14%, 0, -14%, -3, 2%, 5%, 2, 1, 1%, 1%
[10] [O-][n+]1cccc2c(Br)cc(Br)c(O)c21
 : 28%, -4, 6%, -7, -12%, -2%, -20, ., ?, 0%
[11] O=C1CSC(=Nc2ccccc2)N1
 : -6%, -2, ., ., ., -6%, 0, -1, ., .
[12] O=C(Cc1ccc(S(=O)(=O)N2CCOCC2)s1)NCCc1ccc(F)cc1
 : 7%, 0, 4%, 14, 5%, -5%, 10, -5, 0%, -2%
[13] CCCN(CCC)CCCNC(=O)c1cn(-c2ccc(OC)cc2)c(=O)c2ccccc12
 : -10%, 1, -1%, 6, 4%, 1%, 4, -1, 9%, 3%
[14] CCC(C)c1ccccc1NC(=O)CN(CC)CC(=O)Nc1ccc2c(c1)OCCO2 (centres undefined)
 : ., ., 7%, ., 5%, -1%, -7, -6, 1%, 0%
[15] COc1cc(OC)cc(-c2c(-c3cccs3)c3cc(-c4cnc(N)nc4)ccc3n2C)c1
 : ., ., -9%, 28, -2%, -8%, -17, -28, -29%, 1%
[16] Cn1c(=O)n(C)c2cc(N3CCOCC3)c(NC(=O)c3ccc(F)cc3)cc21
 : 0%, 19, 4%, 19, 9%, 0%, 3, 13, 18%, 0%
[17] CCCC[C@@H]1C=C(C(=O)O)[C@H](c2ccc(CC)cc2)N1S(=O)(=O)c1ccc(C)cc1
 : ., ., 22%, -2, -9%, -7%, 19, 1, -5%, -5%
[18] Cn1cnnc1SCC(=O)c1ccc(OC(F)F)cc1
 : -1%, 0, -4%, 1, 27%, 4%, -11, -24, 0%, 0%
[19] C/C(Cl)=C/Cn1c(NCCN(C)C)nc2c1c(=O)n(C)c(=O)n2C
 : -4%, -16, -2%, 0, 10%, 9%, -3, -4, 2%, -1%
[20] O=C1CCN(CCc2ccccc2)CCN1[C@H](CSc1ccccc1)Cc1ccccc1
 : -23%, 24, 5%, -5, -3%, 2%, -141*, -103*, -8%, -2%
[21] COc1ccc(NC(=S)N(CCCOC(C)C)C2CCN(C(C)=O)CC2)cc1Cl
 : 4%, 7, 3%, -4, -5%, 4%, 8, 15, -1%, 4%
[22] CCCNC(=O)NC(=O)CSc1cccc(C(F)(F)F)c1
 : -23%, 8, 5%, 4, 13%, -9%, 15, 4, 3%, 2%
[23] COc1ccc(NC(=O)C(C)NS(=O)(=O)c2ccccc2)cc1Cl (centres undefined)
 : -3%, -2, 4%, 1, 3%, 1%, -14, -8, 6%, -2%
[24] COc1cccc(NC(=O)CSc2nnc(-c3ccoc3C)n2CC2CCCO2)c1 (centres undefined)
 : -1%, 2, 2%, 7, -1%, ., 13, 16, 0%, 1%
[25] CC(=O)c1ccc(C(=O)Nc2ccc(N3CCOCC3)cc2)cc1
 : -3%, 2, ?, ., 0%, 2%, -7, 6, ?, 0%
[26] COC(=O)C(NS(C)(=O)=O)(c1c(C)[nH]c2ccccc12)C(F)(F)F (centres undefined)
 : 2%, -5, 1%, 2, 1%, 0%, -1, 15, 4%, -1%
[27] O=C(c1cccc(S(=O)(=O)N2CCCCC2)c1)N1CCN(Cc2ccccc2)CC1
 : 2%, 19, 8%, -7, -11%, -5%, -11, -18, ?, 0%
[28] Cc1ccc(-c2nn(-c3ccccc3)cc2C2SCC(=O)N2Cc2ccccc2)o1 (centres undefined)
 : ?, 15, -10%, 18, -34%, 6%, 1, -20, ?, -12%
[29] Cc1ccc(C(C)(O)CS(=O)(=O)Cc2ccccc2Cl)cc1 (centres undefined)
 : 5%, 25, 0%, 13, 1%, 3%, -9, 1, ?, -1%
[30] CC(C)c1ccc(C(N)=S)cc1
 : -9%, 3, 10%, 0, 12%, -1%, 6, 10, ?, -1%
[31] CCOC(=O)c1nc(Nc2cc(Cl)ccc2OC)c2ccccc2n1
 : ?, 15, -4%, -14, 13%, -1%, -1, 3, ?, 2%
[32] O=C(Nc1cc(Cl)ccc1-n1cncn1)c1cc(F)c(F)c(F)c1F
 : ?, -8, 1%, 0, -25%, -1%, -1, -1, -25%, 3%
[33] CCC1CCc2[nH]nc(C(=O)O)c2C1 (centres undefined)
 : -2%, -1, 3%, 1, 6%, -4%, -8, 12, -1%, 0%
[34] COC(=O)c1sccc1NC(=O)Nc1ccccc1F
 : 4%, ?, 7%, -6, -12%, 3%, -9, 8, 22%, -2%
[35] O=c1c2c(-c3ccccc3)csc2ncn1/N=C/c1c2ccccc2cc2ccccc12
 : 7%, 3, -2%, -16, 6%, ., 13, -16, ?, 2%
[36] Cc1ccc(C)c(S(=O)(=O)N2CC(=O)N(CCc3ccccc3)C(=O)C2)c1
 : 7%, 9, 3%, 17, -6%, 7%, 21, 14, -4%, -1%
[37] CCOC(=O)c1ccc(NC(=O)CN2CCN(C(=O)c3ccco3)CC2)cc1
 : 0%, -3, 3%, 31, -4%, -18%, -4, -3, -4%, 2%
[38] COc1cccc(CC(NC(C)=O)C(=O)NC2CCN(C(=O)c3ccncc3)CC2)c1OC (centres undefined)
 : -6%, -2, -1%, 0, 6%, 3%, 11, -12, 14%, 7%
[39] O=C(NNC(=S)Nc1cccc2ccccc12)c1cccc(Br)c1
 : 16%, 0, -3%, -15, -2%, -2%, -4, 5, -7%, -1%
[40] CC(CCc1ccccc1)NC(=O)c1ccc(C(=O)NC(C)CCc2ccccc2)cc1 (centres undefined)
 : 1%, 2, 0%, 2, -7%, -5%, 6, 0, 5.2µM*, 1%
[41] O=C(Nc1cccc(S(=O)(=O)N2CCOCC2)c1)c1ccc(N2CCCC2=O)cc1
 : -2%, 0, 0%, 16, -19%, -12%, -3, 4, ?, 0%
[42] CCOC(=O)/C(C#N)=C/c1c(N2CCCCCC2)nc2ccccn2c1=O
 : -1%, ?, -17%, -13, 2%, 1%, 0, 1, -8%, 4%
[43] O=C(NCc1ccc2c(c1)OCO2)C1CCC(CNS(=O)(=O)c2cccc3nsnc23)CC1 (centres undefined)
 : 0%, 2, 5%, 4, -5%, 1%, 4, -1, ?, 0%
[44] CC(=O)OC1CC(C)(C)N(OC(=O)c2ccc(N)cc2)C(C)(C)C1
 : 13%, 5, 4%, 11, 13%, 0%, -4, 13, -11%, 0%

These rows are one share of the data (hit frequency here may not be typical).
